Bioassay records: PubChem BioAssay, Broad Institute
PGC1a acetyl inh = lowers PGC1a acetylation signal in U2OS cells; AlphaScreen anti-acetyl-lysine; with virally co-expressed GCN5 acetyltransferase; inhibition, % at 15.6 µM; actives 0.17% (n = 350,000);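 active = every replicate shows inhibition of at least 40%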;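 also: 0% = neutral control wells and 100% = positive control wells; some results beyond the cut were filed as inactive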
FN deposition inh = fibronectin deposition inhibition | AID 743247 | inhibition, % at 12.6 µM | actives 0.086% (n = 350,000) | AH1F fibroblasts, Alexa488-fibronectin deposition fluorescence, overnight;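 active = mean inhibition across replicates of 30% or more, regardless of how many single replicates reach that level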;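 also: positive control wells lacked labelled fibronectin entirely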
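Assay system: AH1F fibroblasts / Quantity: 10000 cells per well / Medium: DMEM plus 2% serum, read in PBS / Reagent: labelled fibronectin 24 nM / Dosing: single dose, pinned / Times: 1 h cell attachment, overnight exposure to compound and label / Signal: fluorescence, ex 485 nm, em 525 nm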
S100A4 inh HTS = S100A4-myosin IIA interaction inhibition. inhibition, % at 10.7 µM. P26447. S100A4/TAMRA-MyoIIA peptide fluorescence polarization. actives 0.14% (n = 360,000);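 active = mean inhibition of at least 70% across replicates, with every replicate also reaching that level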
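Material: S100A4 monomer protein | Medium: HEPES pH 7.2 with CaCl2, KCl, NaCl, DTT, Triton | Reagent: Labelled myosin peptide probe, 5 nM | Doses: One dose per compound | Times: 5 min incubation before reading | Benchmarks: Neutral control DMSO, positive control TFP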
EWS-Fli inh = inhibitors of EWS/Fli oncoprotein transcriptional activity; A673 NR0B1-luciferase reporter, viability-normalised; inhibition, % at 12.6 µM; actives 0.67% (n = 350,000);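 active = mean inhibition of at least 50% after viability correction, with every replicate also passing that limit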;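 also: firefly luciferase signal divided by Alamar Blue viability fluorescence both relative to DMSO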
LGR2 antag = inhibitors of bursicon-induced Drosophila LGR2 receptor cAMP signaling. HEK293 LGR2, CRE-luciferase, bursicon-stimulated, 4 h. inhibition, % at 9.99 µM. actives 0.35% (n = 380,000);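 active = drop in luminescence signal, shown as inhibition above about 50% in the replicate tests, limit read from the data, passing the limit was not always enough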;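 also: agonist challenge used bursicon conditioned medium at about half maximal strength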
ERAP1 inh = inhibitors of human ERAP1 aminopeptidase; Q9NZ08; recombinant ERAP1, Leu-AMC fluorescence, 60 min; AID 652197; inhibition, % at 10.7 µM; actives 0.15% (n = 340,000);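 active = mean replicate inhibition of at least 30%, or all replicates individually reaching that 30% level; inactive = mean below 30% and not every replicate reaching it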;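 also: 0% = neutral control wells and 100% = L-leucinethiol positive control wells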
Target sequence (Q9NZ08 whole entry, looked up): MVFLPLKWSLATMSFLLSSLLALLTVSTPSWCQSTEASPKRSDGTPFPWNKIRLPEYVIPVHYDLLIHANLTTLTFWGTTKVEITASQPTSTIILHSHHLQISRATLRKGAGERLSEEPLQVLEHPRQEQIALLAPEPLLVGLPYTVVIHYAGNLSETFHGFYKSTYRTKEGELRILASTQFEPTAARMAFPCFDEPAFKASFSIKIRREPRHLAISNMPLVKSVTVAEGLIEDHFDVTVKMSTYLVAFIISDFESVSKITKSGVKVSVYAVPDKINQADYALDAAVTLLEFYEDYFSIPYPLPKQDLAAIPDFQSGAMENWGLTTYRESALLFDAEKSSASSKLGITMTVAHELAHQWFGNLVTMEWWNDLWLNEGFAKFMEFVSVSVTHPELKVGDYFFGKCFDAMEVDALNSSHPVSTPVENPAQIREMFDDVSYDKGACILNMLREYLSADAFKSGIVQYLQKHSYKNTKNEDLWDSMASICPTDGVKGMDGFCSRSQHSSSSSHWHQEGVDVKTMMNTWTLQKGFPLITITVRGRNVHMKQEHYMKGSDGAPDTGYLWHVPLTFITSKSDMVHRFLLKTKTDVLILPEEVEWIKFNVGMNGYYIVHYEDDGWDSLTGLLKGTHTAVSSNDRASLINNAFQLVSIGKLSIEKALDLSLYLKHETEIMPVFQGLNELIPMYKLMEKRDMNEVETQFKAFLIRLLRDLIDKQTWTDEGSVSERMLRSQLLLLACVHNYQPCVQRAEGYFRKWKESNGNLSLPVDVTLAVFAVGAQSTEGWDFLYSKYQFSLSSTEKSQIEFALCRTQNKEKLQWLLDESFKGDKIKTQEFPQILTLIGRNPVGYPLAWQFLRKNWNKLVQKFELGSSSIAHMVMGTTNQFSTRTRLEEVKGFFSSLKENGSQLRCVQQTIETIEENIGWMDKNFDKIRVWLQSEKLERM
PAX8 reporter = inhibitors of PAX8 transcriptional activity in RMG-I cells | inhibition, % at 12.6 µM | RMG-I TPO-luciferase reporter, SteadyGlo, 24 h | AID 652154 | actives 1.2% (n = 360,000);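 active = mean replicate inhibition at least 60% with every replicate also reaching 60%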;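 also: luciferase light reporting Pax8 driven TPO promoter activity; plate controls were median of neutral control wells for no effect and mitoxantrone controls for full effect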
PglD inh = PglD (C. jejuni) enzyme inhibition | purified PglD enzyme, DTNB colorimetric CoA detection | inhibition, % at 12.5 µM | actives 0.098% (n = 360,000); in the data active = inhibition above about 16%, passing the limit was not always enough; also: strong numbers were not always called active
* hit, by the source's call; nt = no result given.

The line under a structure holds: PGC1a acetyl inh	FN deposition inh	S100A4 inh HTS	EWS-Fli inh	LGR2 antag	ERAP1 inh	PAX8 reporter	PglD inh
CC(C)C[C@H]1CNC(=O)C(=O)N1C[C@H]1CCCN1C[C@H](CC(C)C)N1C[C@H](CC(C)C)N(CCc2ccccc2)C(=O)C1=O
    nt	-11.1	-0.7	4.0	-9.3	-4.4	-0.1	nt
N#C[C@@H]1[C@H](c2ccc(C#Cc3cccc(F)c3)cc2)[C@@H](CO)N1C(=O)C1CCC1
    -14.7	6.1	2.8	15.4	71.8*	2.1	22.6	0.4
Cn1cc(S(=O)(=O)N2CCCC2)cc1C(=O)NCc1ccccc1Cl
    14.9	-5.7	6.2	9.9	7.2	1.8	12.1	4.8
CCCCc1ccc(NS(=O)(=O)c2cccc(C(=O)N3CCCN(C)CC3)c2)cc1
    -7.5	nt	-6.2	-0.6	11.5	-1.4	-13.8	2.8
Cc1ccc(NC(=O)CCC(=O)c2cccs2)nc1
    -2.2	3.8	-15.2	-29.4	-51.3	2.6	-31.0	-3.2
CCOC(=O)C1=C(c2ccccc2)c2ccccc2N(S(=O)(=O)C(F)(F)F)C1C(=O)OCC (centres undefined)
    -8.1	nt	-0.9	2.1	-16.0	nt	-12.8	-2.3
CC1CCC2(CC1)NC(=O)N(CC(=O)N1CCN(c3ccccc3)CC1)C2=O (centres undefined)
    6.0	-1.0	-10.2	-5.9	6.4	-5.4	4.4	3.2
O=C(CN1CCCC1)Nc1ccc(F)c(Cl)c1
    1.3	3.2	7.8	13.7	0.2	-2.9	-8.7	3.4
CC(O)Cn1c(N2CCCC2)nc2c1c(=O)n(C)c(=O)n2C (centres undefined)
    25.5	6.3	-4.6	2.4	0.2	nt	9.1	-5.7
Cc1ccc(Nc2nc(-c3cccs3)cs2)nc1
    nt	12.5	-1.1	39.0	1.5	-3.0	-2.2	-0.8
COC(=O)c1ccc(Oc2nc(NC(C)C)nc(N(C)C)n2)cc1
    3.2	-2.3	nt	nt	nt	nt	-1.7	5.3
Clc1ccc2nc(-c3ccccn3)c(Nc3ccc4c(c3)OCO4)n2c1
    nt	4.1	0.0	14.8	-14.8	-1.5	30.5	nt
Clc1ccc(CN2CCCCCCC2)cc1Cl
    -6.8	-6.0	nt	nt	nt	nt	1.9	-6.4
O=C(C[C@H]1C[C@@H]2c3cc(NS(=O)(=O)c4ccccc4)ccc3O[C@@H]2[C@H](CO)O1)NCC1CC1
    5.0	-8.4	2.2	5.7	-10.2	-3.6	1.3	-5.9
CCCNC(=O)c1cc(S(=O)(=O)N2CCCCC2)ccc1N1CCOCC1
    2.6	-7.6	-4.3	-2.9	11.7	-2.2	-10.2	6.9
O=C(CCN1CCCCCC1)Nc1ccc2c(c1)OCCO2
    nt	-4.5	-0.7	-5.8	3.4	-1.1	17.6	-0.6
CC(C)Cc1nnc(NC(=O)c2ccc3c(=O)n4c(nc3c2)CCC4)s1
    nt	-11.7	-4.6	-1.1	-2.1	2.1	1.4	-2.1
COc1ccccc1N(CN1C(=O)c2ccccc2C1=O)C(=O)c1cccc(C)c1
    nt	2.5	2.0	-7.5	12.9	-2.5	-6.9	nt
COc1cccc(NC(=O)N2CC(=O)N3[C@@H](CO)[C@@H](c4ccc(Br)cc4)[C@@H]3C2)c1
    3.4	nt	-8.0	9.6	4.9	1.2	nt	nt
CC(C)(C)[S@](=O)N1Cc2cc(C(=O)NCCN3CCCCC3)nc(-c3cccc(-c4ccc(C#N)cc4)c3)c2[C@@H]1CCO
    -46.2	2.3	-24.5	16.3	4.2	0.0	-2.5	-0.8
O=C(O)c1cccc(N2C(=O)C3C4C=CC(C4=C(c4ccccc4)c4ccccc4)C3C2=O)c1 (centres undefined)
    5.2	1.1	5.6	-2.6	-13.2	-0.8	-1.3	nt
COc1ccc(S(=O)(=O)Nc2ccc3c(c2)C(=O)N([C@@H](C)CO)C[C@@H](C)[C@H](CN(C)C(=O)Nc2ccc(C(F)(F)F)cc2)OCCCC[C@@H](C)O3)cc1
    -8.9	-19.4	-1.7	3.2	-10.5	-1.4	17.8	-1.5
CC1=CC(C)(C)N(C(=O)CN2C(=O)CCC2=O)c2ccccc21
    0.2	-3.1	-0.5	-19.3	-35.8	-1.3	12.3	nt
CC(C)NC(=O)N(C)C[C@@H]1Oc2ncc(-c3ccc(C(=O)N(C)C)cc3)cc2C(=O)N([C@@H](C)CO)C[C@H]1C
    11.0	8.1	-15.3	-7.0	-3.8	0.4	nt	-1.1
COc1ccc(CN2CCOCCOCCN(Cc3ccc(OC)cc3)CCOCCOCC2)cc1
    -7.0	-0.6	-2.4	6.9	22.1	2.9	5.3	nt
[O-][n+]1ccc(C2CC2)cc1
    -0.6	-8.0	nt	nt	nt	nt	6.0	-3.2
CCC(Sc1nnnn1-c1ccccc1)C(=O)NC(C)c1ccccc1 (centres undefined)
    13.5	nt	1.4	11.8	nt	-0.2	nt	nt
COc1cccc(NC(=O)CN(C)C(=O)c2c(C)noc2C)c1
    -5.9	-4.6	-2.6	-6.2	2.2	1.9	-16.9	2.8
C[C@H]1CN([C@@H](C)CO)C(=O)Cc2cc(NC(=O)Cc3ccccc3)ccc2O[C@@H]1CN(C)C(=O)Nc1cccc2ccccc12
    10.9	nt	-10.5	3.0	17.8	-1.8	13.9	-3.7
COc1ccc(S(=O)(=O)Nc2ccc3c(c2)C(=O)N([C@@H](C)CO)C[C@H](C)[C@H](CN(C)Cc2ccncc2)O3)cc1
    5.5	-5.1	-0.8	7.6	1.8	-3.7	28.7	5.6
C#CCNC(=O)C1=C[C@H](c2ccccc2)C[C@H](OCCCCO)O1
    -1.1	1.7	-4.9	-21.7	2.5	0.9	-18.9	-0.3
COc1ccc(-c2nc(N)nc(C)c2-c2ccc(Cl)cc2)c(O)c1
    -8.1	5.0	-3.4	4.3	6.8	-2.5	5.8	2.0
CCN1CCCC1CNC(=O)Cn1cc2c(n1)CCC(C)C2 (centres undefined)
    nt	6.4	1.3	-5.2	5.1	-1.2	5.1	0.9
N#C[C@H]1N[C@H](CO)[C@H]1c1ccc(-c2cccc(F)c2)cc1
    0.6	6.0	0.3	-100.4	-22.1	-3.2	-111.2	-6.2
CCCC(=O)Nc1ccc2c(c1)OC[C@@H](C)N(CCC(F)(F)F)C[C@@H](C)[C@H](OC)CN(C)C2=O
    3.9	-3.5	0.7	-3.2	-1.1	1.2	-33.7	nt
CO[C@H]1CN(C)C(=O)c2cc(NS(C)(=O)=O)ccc2OC[C@H](C)N(CC2CCOCC2)C[C@H]1C
    -9.2	-5.7	-2.8	2.0	3.2	-4.1	-0.1	4.4
CCOC(=O)c1c(C)[nH]c(C(=O)OCc2ccccc2)c1C
    3.2	-3.3	14.7	nt	-66.1	-0.6	-260.0	2.4
COc1ccc(NC(=O)C2(C)Cc3c(-c4ccccc4)ccnc3O2)cc1OC (centres undefined)
    -3.0	-6.2	0.2	12.4	-0.7	3.3	14.1	0.3
COc1ccc(-n2nc(C(=O)NCC(=O)NC(C)C)c3ccccc3c2=O)cc1
    0.6	-2.9	-2.3	4.8	0.7	4.2	13.6	5.3
O=C1CN(S(=O)(=O)Cc2ccccc2)C[C@@H]2[C@H](c3ccc(C#CC4CC4)cc3)[C@H](CO)N12
    2.6	nt	-10.2	11.0	1.0	0.3	-3.7	nt
C/C(=N\Nc1ccc(C(=O)O)cc1)c1ccc(Br)cc1
    -11.8	-4.7	-5.8	49.3	-24.1	nt	0.0	-2.8
Cc1[nH]nc(SCC(=O)NCC(C)C)c1[N+](=O)[O-]
    3.6	4.7	-2.6	-13.0	-6.7	-0.1	3.4	-3.0
Cn1c(=O)c2c(-c3ccccc3)n(-c3ccc(N)cc3)cc2n(C)c1=O
    -7.2	4.4	17.9	-11.6	4.5	-7.3	4.3	-1.7
C[C@@H]1CN([C@@H](C)CO)C(=O)c2cccc(NS(=O)(=O)c3ccccc3)c2O[C@@H]1CN(C)Cc1ccc(C(=O)O)cc1
    -1.7	-0.2	-7.4	-9.7	8.7	-2.4	2.6	0.6
COc1ccc(-n2nc(C(=O)NCC(=O)O)c3ccccc3c2=O)cc1
    -0.9	5.8	-1.8	0.7	2.2	1.8	29.2	-0.5
Cc1cnc(C(=O)OCC(=O)NCc2cccc(Cl)c2)cn1
    -2.1	-6.3	0.0	-0.1	5.9	0.6	-5.6	2.9
C[C@H](CO)N1C[C@H](C)[C@@H](CN(C)Cc2ccc(Cl)c(Cl)c2)OCCCC[C@H](C)Oc2ccc(NS(C)(=O)=O)cc2C1=O
    nt	nt	20.7	-0.5	-30.7	8.4	7.6	-0.7
COCC#Cc1cnc2c(c1)C(=O)N([C@@H](C)CO)C[C@H](C)[C@@H](CN(C)S(=O)(=O)c1ccccc1)O2
    3.1	2.1	-9.6	-6.0	10.3	2.6	nt	0.7
COCCOC(=O)C1=C(C)NC(=O)NC1c1cc2c(cc1Br)OCO2 (centres undefined)
    -0.8	-13.2	-1.7	-2.1	3.0	-2.0	-8.2	-0.7
Cc1noc(C)c1NC(=O)N[C@H]1C=C[C@H](CC(=O)NCCCN(C)C)O[C@H]1CO
    -6.4	-8.3	-29.0	nt	5.0	0.9	nt	-3.3
O=C(C[C@H]1C[C@H]2c3cc(NC(=O)Cc4ccncc4)ccc3O[C@H]2[C@H](CO)O1)NCC1CC1
    -16.9	3.2	-4.8	1.5	21.5	4.2	13.7	2.9
Cc1ccc(CN2CCN(C3CCCC3)C(CCO)C2)s1 (centres undefined)
    nt	2.8	1.4	-1.9	0.4	-2.7	-24.6	-0.8
CSCCC(NC(=O)c1ccccc1)C(=O)NCCc1ccccc1 (centres undefined)
    nt	5.2	-2.3	-3.6	-3.5	0.9	13.8	2.2
CO[C@@H]1CN(C)C(=O)c2cc(NS(=O)(=O)c3ccc(-c4ccccc4)cc3)ccc2OC[C@H](C)NC[C@H]1C
    -24.8	-4.5	11.7	5.3	4.8	-3.2	nt	1.5
CCc1cccc(NC(=O)CSCc2nc3sc(C)c(C)c3c(=O)[nH]2)c1
    2.3	-5.0	-5.4	4.4	-41.1	-0.9	-1.3	-2.0
CCOC(=O)c1c(C)[nH]c(C)c1S(=O)(=O)Nc1ccc(CN2CCCCC2)cc1
    2.4	-6.1	-4.8	-5.9	-9.7	0.2	18.1	-0.6
